NPC1 prom act = activates the NPC1 promoter. Potency, µM (series often up to 9.22 µM), for inactives: at the highest dose activation, usual class: activators. 320,000 compounds, 2.4% hits. Huh7 NPC1 promoter luciferase reporter, 24 h. AID 485313;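 also: % of control where 0% means no effect; nearly all actives have a fitted effect of over 60% in size; reporter is driven by a mutant NPC1 promoter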
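In 1536-well qHTS, Huh7 cells harboring an NPC1 promoter–luciferase construct received compound for 24 h; activation was quantified by luminescence following luciferase reagent addition.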
FLuc counter = firefly luciferase modulation, counter-screen for miR-21 project; purified FLuc, Km substrates, luminescence inhibition; Potency, µM (doses to about 57.5 µM), without a hit: top-dose activity change, negative = inhibition, actives largely listed as inhibitors; 360,000 compounds, 6.9% hits; P08659;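 also: plate controls were vehicle for no effect and reference inhibitor for full effect; nearly all actives have a fitted effect of over 55% in size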
Target sequence (P08659 whole entry, looked up): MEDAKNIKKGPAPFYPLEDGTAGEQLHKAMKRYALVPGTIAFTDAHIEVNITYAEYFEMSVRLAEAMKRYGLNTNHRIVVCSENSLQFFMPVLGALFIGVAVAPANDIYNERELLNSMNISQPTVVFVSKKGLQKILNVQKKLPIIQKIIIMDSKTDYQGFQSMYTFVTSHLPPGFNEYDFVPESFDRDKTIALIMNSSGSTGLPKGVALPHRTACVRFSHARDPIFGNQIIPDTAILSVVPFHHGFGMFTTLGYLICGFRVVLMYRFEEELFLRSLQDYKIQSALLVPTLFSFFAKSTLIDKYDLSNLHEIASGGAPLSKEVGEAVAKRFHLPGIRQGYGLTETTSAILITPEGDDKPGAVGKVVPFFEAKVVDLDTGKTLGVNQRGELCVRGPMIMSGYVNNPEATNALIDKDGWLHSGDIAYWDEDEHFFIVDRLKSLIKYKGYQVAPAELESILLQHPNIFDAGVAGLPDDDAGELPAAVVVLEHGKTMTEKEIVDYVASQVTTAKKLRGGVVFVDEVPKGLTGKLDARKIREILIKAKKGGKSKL
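Purified P. pyralis luciferase (10nM final) with 10uM D-luciferin and 10uM ATP (Km levels) in 50mM Tris acetate pH 7.5, 10mM Mg acetate, 0.01% Tween-20, 0.05% BSA; qHTS 6-point titration, ~60 µM downward; luminescence read.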
Gal4-VP16 FLuc = inhibits Gal4-VP16 luciferase reporter, ROR gamma counter-screen; Drosophila S2 Gal4-VP16 UAS-luciferase, luminescence, 20 h; Potency, µM (highest dose often 53.6 µM), inactives show at the highest dose activity, negative = inhibition, actives largely listed as inhibitors; 310,000 compounds, 3.5% hits; AID 2546;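 also: Gal4-VP16 expression switched on by copper sulfate through the metallothionein promoter; % is scaled to controls: 0 for no effect and ±100 for the full control effect; nearly all actives have a fitted effect of over 50% in size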
ELG1 genotoxic = induces genotoxicity in HEK293T cells with luciferase-tagged ELG1. Potency, µM (series often up to 46 µM), for inactives: at the highest dose activity change, positive = activation, most hits filed as activators. AID 504466. 330,000 compounds, 1.3% hits. HEK293T ELG1-luciferase reporter, luminescence, 16 h; also: % of control where 0% means no effect; nearly all actives have a fitted effect of over 60% in size
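After overnight (16 hr) compound treatment at 37 °C, ELG1-luciferase HEK293T cells were lysed with ONE-Glo; luminescence quantified 30 min later at room temperature.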
RORgamma inh = blocks mouse ROR gamma transcriptional activity. P51450. Drosophila S2 Gal4-RORgamma UAS-luciferase reporter, 20 h. Potency, µM (titrated, usually from 53.6 µM), for inactives: at the top dose activity change, negative = inhibition, hits mostly inhibitors. 310,000 compounds, 5.4% hits; also: % is scaled to controls: 0 for no effect and ±100 for the full control effect; nearly all actives have a fitted effect of over 60% in size
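Stably transfected Drosophila Schneider cells are the test system, with ROR gamma fused to Gal4 and luciferase under UAS control; luminescence is read after 20 hr of 700 uM copper sulfate induction at ambient temperature.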
p53 reactivator = mutant p53 re-activation in reporter cells; Potency, µM (titrated, usually from 92.2 µM), for the others: top-dose activity change, positive = activation, usual class: activators; 320,000 compounds, 0.063% hits; H1299 p53-A138V BP100-luciferase reporter, luminescence, 24 h; also: % of control where 0% means no effect; nearly all actives have a fitted effect of over 45% in size
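p53-null H1299 cells stably carrying temperature-sensitive p53-A138V and a BP100-luciferase reporter were pinned with compounds (4-point, 1:5 series) and held 24 hrs at 37 deg C. Luminescence was read 10 min after detection reagent.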
uPA generation = blocks generation of uPA at the cell surface. cell surface uPA generation assay, qHTS. Potency, µM (titrated, usually from 38.3 µM), for inactives: at the top dose activity change, negative = inhibition, most hits filed as inhibitors. 330,000 compounds, 0.31% hits. AID 540303; active = well fitted inhibition curve with a large enough effect; inconclusive = small, poorly fitted or top-dose-only effect; inactive = no such curve, though single readings can be large or run the other way; tested in mouse RAW 264.7 cells; also: % is scaled to controls: 0 for no effect and ±100 for the full control effect; nearly all actives have a fitted effect of over 55% in size
CXXC DNA block = MLL CXXC-DNA interaction inhibition; Q03164; MLL-CXXC / FITC-HOXA9 DNA fluorescence polarization; Potency, µM (highest dose often 115 µM), inactives show at the highest dose activity change, negative = inhibition, usual class: inhibitors; 290,000 compounds, 0.037% hits; active = well fitted inhibition curve with a large enough effect in the polarisation, with a control signal flat, not every such curve was filed as active; inconclusive = small, poorly fitted or top-dose-only effect, or effect the other way, or a change in a side signal; inactive = no such curve, though single readings can be large or run the other way; the % refers to the polarisation
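Steps: dispense CXXC domain solution (7 uM) → pin compounds or unlabeled HOX-A9 DNA control → 5 min ambient → add FLSN-HOX-A9 solution (50 nM) → spin → 30 min ambient → fluorescence polarization. Tris pH 7.5/NaCl/DTT/BSA buffer.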
Rab9 promoter act = Rab9 promoter activation. Huh7 Rab9 promoter-luciferase reporter, luminescence, 24 h. Potency, µM (series often up to 9.22 µM), inactives show at the top dose activation, negative = inhibition, most hits filed as activators. 320,000 compounds, 2.8% hits. AID 485297; also: % of control where 0% means no effect; nearly all actives have a fitted effect of over 60% in size
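Quantitative HTS format; Huh7 Rab9-luciferase reporter cells (1500/well) receive compound 2 h post-plating, incubate 24 h at 37 °C, then get luciferase reagent for 10 min before luminescence reading.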
BRCA1 expr up = increases BRCA1 expression; MCF7-BRCA1-FFLuc reporter, luminescence, 48 h; response scale: scaled: vehicle 0%, 10 µM genistein 100%; Potency, µM (top dose mostly 46.1 µM), for inactives: top-dose activation, actives largely listed as activators; 380,000 compounds, 1.1% hits; AID 624202; also: nearly all actives have a fitted effect of over 80% in size; some results filed as inactive show a strong effect at the top dose
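Compounds are tested at multiple concentrations on MCF7 BRCA1-luciferase reporter cells seeded at 2000 per well; after 48 h, a single luminescence end-point is taken and curves fitted to the normalized data.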
MBNL1-CUG inh = inhibitors of human MBNL1 binding to CUG repeat RNA. TR-FRET MBNL1-His/biotin-(CUG)12 binding, 665/545 ratio. Potency, µM (titrated, usually from 57.5 µM), for inactives: at the top dose activity change, negative = inhibition, usual class: inhibitors. 280,000 compounds, 0.036% hits; active = well fitted inhibition curve with a large enough effect in the signal ratio, with a control signal flat, not every such curve was filed as active; inconclusive = small, poorly fitted or top-dose-only effect, or effect the other way, or a change in a side signal; inactive = no such curve, though single readings can be large or run the other way; the % refers to the signal ratio; also: % is scaled to controls: 0 for no effect and ±100 for the full control effect
Target sequence (Q9NR56 whole entry, looked up): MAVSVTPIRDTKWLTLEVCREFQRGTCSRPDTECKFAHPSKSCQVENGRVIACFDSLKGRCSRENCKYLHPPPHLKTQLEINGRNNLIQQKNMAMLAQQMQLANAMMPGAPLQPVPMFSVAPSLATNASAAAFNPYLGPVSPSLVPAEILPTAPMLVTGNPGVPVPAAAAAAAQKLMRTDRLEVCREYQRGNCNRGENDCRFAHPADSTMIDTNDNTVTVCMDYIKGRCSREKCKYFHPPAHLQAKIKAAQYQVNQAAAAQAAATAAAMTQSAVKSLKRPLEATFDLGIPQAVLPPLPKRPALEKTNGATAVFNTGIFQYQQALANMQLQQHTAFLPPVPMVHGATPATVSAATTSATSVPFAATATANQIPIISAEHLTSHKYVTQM
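TR-FRET readout: Ex 340 nm, 665/545 nm emission ratio, normalized to buffer-only (basal) and MBNL1-(CUG)12 controls. Complex of MBNL1-His with Biotin-(CUG)12, compounds 92 nM–58 uM, incubated 60 min at room temperature.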
An asterisk follows results filed as active; ? = inconclusive; / = not tested or not shown; & = joins results of further samples; [ ] = another dose, or the depositor's remark. Unless noted, calls follow the shape of the dose curve; as a rule, active = well fitted curve in the direction sought with a large enough effect; inconclusive = small, poorly fitted or top-dose-only effect, or another doubt; inactive = no such curve, though single readings can be large; an effect the other way counts as inactive or inconclusive. Potency is read from the fitted curve at half-maximal effect.

SMILES	NPC1 prom act	FLuc counter	Gal4-VP16 FLuc	ELG1 genotoxic	RORgamma inh	p53 reactivator	uPA generation	CXXC DNA block	Rab9 promoter act	BRCA1 expr up	MBNL1-CUG inh
CC1=C(C(=O)Nc2cccc(F)c2)C(c2ccsc2)C2=C(CC(C)(C)CC2=O)N1 (stereo not drawn)	-25%	4%	-17%	13%	-25%	3%	-8%	0%	-19%	-74%	/
COc1ccc(C(NC(=O)C(C)C)c2c(O)ccc3ccccc23)cc1 (stereo not drawn)	-4%	4%	4%	4%	3%	2%	?	26%	3%	-31%	-2%
CCCOc1ccc(C(=O)NNC(=S)NC(=O)c2ccco2)cc1	-4%	?	-20%	?	-34%	22%	11%	-1%	1%	-84%	9%
COc1ccc(-n2c(O)c(C=NC3CC3)c(=O)[nH]c2=O)cc1	6%	5%	-7%	-8%	-1%	-9%	12%	-3%	11%	3%	-13%
CC(Oc1ccccc1)C(=O)N(CCC1=CCCCC1)c1c(N)n(Cc2ccccc2)c(=O)[nH]c1=O (stereo not drawn)	1%	2%	-7%	-2%	-11%	-9%	-3%	10%	-5%	-78%	3%
Cn1c(=O)c2c(nc(Br)n2Cc2c(F)cccc2Cl)n(C)c1=O	6%	11%	?	-5%	0%[10 µM]	1%	/	2%	-5%	/	-13%
CN(C)C(CNC(=O)CNC(=O)c1ccc(Br)cc1)c1ccccc1 (stereo not drawn)	1%	-7%	-12%	10%	1%	-2%	-2%	2%	1%	-7%	-10%
Cc1[nH]n(C(N)=S)c(=O)c1N=Nc1ccc(S(=O)(=O)N2CCCC2)cc1	-2%	19µM*	1.3µM*	1%	0.28µM*	?	3%	-1%	13%	38%	?
O=C(CCn1nnc2ccccc21)Nc1nnc(COc2ccccc2F)s1	-1%	5%	8%	-9%	-12%	0%	0%	15%	-1%	20%	-10%
Cn1c(N)c(C(=O)COC(=O)c2cnc(Cl)c(Cl)c2)c(=O)n(C)c1=O	-2%	2%	-10%	0%	13%	2%	-3%	29%	-4%	-22%	4%
COc1ccc(NC(=O)c2ccc[n+]([O-])c2)cc1	-4%	1%	5%	0%	-4%	15%	16%	-6%	0%	7%	0%
O=C(OCc1nc2ccccc2s1)c1cnccn1	-2%	11µM*	28%	?	27%	?	-1%	0%	4%	-6%	-2%
O=C(Nc1ccc(Oc2ccccc2)cc1)C1CCCO1 (stereo not drawn)	?	?	-2%	25%	41%	9%	6%	-2%	?	?	20%
Cc1ccc(Cl)cc1N1CCN(S(=O)(=O)c2c(C(=O)N3CCOCC3)c(C)n(C)c2C)CC1	-2%	2%	-2%	1%[9.26 µM]	?	-11%	-3%	2%	0%	0%	-6%
O=C(Cc1n[nH]c(=O)c2ccccc12)NC(c1ccccc1)c1ccccc1	10%	-1%	-3%	?	31%	1%	-10%	-7%	0%	0%	-4%
CCN(CC)c1ccc(/C=C(\C#N)C(=O)c2ccc(Br)cc2)cc1	1%	?	?	9%	?	4%	-6%	?	0%	-12%	10%
COc1ccc(C2(C)NC(=O)N(CC3CCCCC3)C2=O)cc1 (stereo not drawn)	-4%	4%	-9%	-2%	1%	-5%	2%	2%	0%	7%	-13%
CCCCOC(=O)n1c(=O)oc2ccc(S(=O)(=O)N3CCCCC3)cc21	-8%	-2%	?	-8%	-10%	0%	1%	115%[activator]	-3%	-36%	9%
CC1CCN(Cc2c(C(=O)N/N=C/c3cccc(Cl)c3)nnn2-c2nonc2N)CC1	-8%	1%	-9%	1%	2%	0%	2%	0%	0%	-32%	-1%
CCCc1c(C(=O)Nc2ccc(F)cc2)cnn1-c1ccccc1	20%	?	6%	-7%	?	8%	1%	-15%	16%	-9%	-12%
CCCn1c(SCC(=O)Nc2cccc(C(=O)OCC)c2)nnc1-c1ccoc1C	-7%	-14%	-2%	-8%	31%	-4%	0%	2%	3%	0%	1%
COc1ccc(S(=O)(=O)N(Cc2ccccc2)Cc2nc3ccccc3c(=O)[nH]2)cc1	-2%	2%	11µM*	-4%	13µM*	-3%	7%	-3%	-1%	-27%	2%
C=CCNC(=S)Nc1ccc(N2CCOCC2)c(S(=O)(=O)Nc2ccccc2Cl)c1	1%	-11%	-12%	4%	?	-2%	-19%	2%	7%	-9%	-3%
Cc1occc1C(=O)N1CCCC(Nc2ccc(F)c(F)c2)C1 (stereo not drawn)	0%	-1%	21%	-4%	33%	-14%	2%	-3%	17%	-1%	-8%
COc1ccc(N2CCN(C(=O)c3ccccc3NS(=O)(=O)c3ccc(C)cc3)CC2)cc1	2%	-1%	5%	-2%	16%	1%	-7%	0%	0%	-27%	3%
Further entries
SMILES	NPC1 prom act	FLuc counter	Gal4-VP16 FLuc	ELG1 genotoxic	RORgamma inh	p53 reactivator	uPA generation	CXXC DNA block	Rab9 promoter act	BRCA1 expr up	MBNL1-CUG inh
Cc1cc(C)c(C#N)c(N2CCC(C(N)=O)CC2)n1	-1%	2%	-6%	6%	-4%	11%	-1%	1%	1%	0%	-1%
CCOc1ccc(-c2c(C(=O)N/N=C/c3ccccc3)nnn2-c2nonc2N)cc1	-1%	5%	-8%	-2%	-17%	-3%	0%	3%	13%	19%	2%
O=C(COC(=O)Cc1c(F)cccc1Cl)NC1CCS(=O)(=O)C1 (stereo not drawn)	4%	4%	/	-1%	/	2%	-3%	/	10%	-13%	/
CN(CC(=O)Nc1cccc(F)c1)CC(=O)Nc1cccc([N+](=O)[O-])c1	-3%	6%	-11%[10 µM]	-2%	49%	2%	-2%	6%	-8%	-25%	?
C=CCN(C(=O)CCC(=O)Nc1cc(C)on1)C(C(=O)NC1CCCC1)c1ccc(OC)c(OC)c1 (stereo not drawn)	-6%	1%	6%	-4%	1%	1%	7%	-4%	0%	-9%	0%
Nc1nc(Cl)nc2c1ncn2[C@H]1C[C@H](O)[C@@H](CO)O1	9%&2%	1%&1%	-17%&-3%&-7%&-12%	0%	?	-3%	0.32µM*	-4%&0%	-10%&-14%	-56%	-1%&3%
COc1cccc(NC(=S)N(CCCN2CCOCC2)C(C)c2cc3ccccc3o2)c1 (stereo not drawn)	-2%	1%	?	-12%	11µM*	5%	-13%	5%	-3%	-2%	-13%
Cc1nc2c(cc1NC(=O)C(C)(C)C)nc(C)n2Cc1ccccc1	-2%	0%	6%	-1%	-24%[1.91 µM]	/	-5%	2%	1%	-4%	0%
Cc1ccc(NC(=O)COc2ccccc2[N+](=O)[O-])nc1	3.2µM*	2.1µM*	?	0%	6.3µM*	16%	-10%	6%	0.79µM*	?	13%
O=C(NCCc1c[nH]c2ccccc12)OCCSS(=O)(=O)O	-1%	?	6%	-4%	1%	4%	/	-10%	2%	-19%	-1%
Cc1cccc(-n2ncc3c(NCc4ccco4)ncnc32)c1	8%	12µM*	4%	?	?	?	-9%	-2%	?	47%	-9%
O=C1OCCN1C(=O)[C@H]1[C@H](c2ccccc2)C(c2ccc(F)cc2)=NN1c1ccccc1	/	/	0%	0%	-3%	4%	-3%	/	/	7%	/
COC(=O)c1ccc(C)c(NC(=O)c2nn(C)c(=O)c3ccccc23)c1	-1%	3%	2%	1%	-23%	4%	/	-1%	-1%	-1%	0%
C/C(=N\NC(=O)c1c(Cl)c(C)nn1C)c1ccc(NC(=O)C2CCC2)cc1	-23%	-1%	2%	7%	23%	-4%	-19%	19%	-14%	-10%	6%
COc1ccc(-n2c(C)c(C(=O)O)c3cc(OC)c4ccccc4c32)cc1	-4%	3%	-19%	-4%	-18%	1%	6%	6%	-8%	-8%	7%
Cc1cccc(C)c1NC(=O)CNC(=O)c1c(C)nn(-c2ccccc2)c1C	-4%	-2%	/	-8%	/	11%	10%	/	-3%	-17%	/
O=C(c1coc(=O)c(Br)c1)N1CCOCC1	-1%	-2%	-6%	-1%	-7%	1%	4%	-4%	-2%	-17%	?
COc1ccccc1NC(=O)c1cc(S(=O)(=O)N2CCC3(CC2)OCCO3)ccc1F	3%	-3%	-6%	-1%	-6%	-14%	/	6%	5%	-14%	1%
CN1/C(=c2/s/c(=C3/C(=O)N(c4ccccc4)NC3=Nc3ccccc3)n(C)c2=O)C(C)(C)c2ccccc21	0%	-2%	-12%	-22%	13%	18%	6%	23%	-2%	-11%	34%
O=C(COC(=O)CCCC1=NS(=O)(=O)c2ccccc2N1)Nc1ccc(Br)cc1	-2%	-6%	-4%	2%	0%	1%	-2%	-4%	4%	2%&1%	-3%
CN(CC(=O)N1CCN(c2ccccn2)CC1)S(=O)(=O)c1ccc(Cl)cc1	-8%	1%	-1%	0%	?	-2%	4%	-1%	-2%	-16%	-7%

This is a subset; rates above refer to the full screens.
